Assay outcomes (PubChem)
ERG Ets-DNA blk – qHTS for Small Molecule Inhibitors of the ERG Ets/DNA interaction | fluorescence polarization, His-ERG Ets domain / labelled DNA | AID 624246, 2012 | Transcriptional regulator ERG (Homo sapiens), P11308 | actives 0.028% (n = 370,000) | Potency, µM (series often up to 76.9 µM), without a hit: at the top dose FP activity, negative = inhibition, hits mostly inhibitors; active = well fitted inhibition curve with a large enough effect in the polarisation, with a control signal flat; inconclusive = small, poorly fitted or top-dose-only effect, or effect the other way, or a change in a side signal; inactive = no such curve, though single readings can be large or run the other way; the % refers to the polarisation;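 note: polarization taken with two DNA probes labelled with fluorescein and Texas red; % of control where 0% means no effect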
Target sequence (P11308 whole entry, looked up, the tested form may be a part): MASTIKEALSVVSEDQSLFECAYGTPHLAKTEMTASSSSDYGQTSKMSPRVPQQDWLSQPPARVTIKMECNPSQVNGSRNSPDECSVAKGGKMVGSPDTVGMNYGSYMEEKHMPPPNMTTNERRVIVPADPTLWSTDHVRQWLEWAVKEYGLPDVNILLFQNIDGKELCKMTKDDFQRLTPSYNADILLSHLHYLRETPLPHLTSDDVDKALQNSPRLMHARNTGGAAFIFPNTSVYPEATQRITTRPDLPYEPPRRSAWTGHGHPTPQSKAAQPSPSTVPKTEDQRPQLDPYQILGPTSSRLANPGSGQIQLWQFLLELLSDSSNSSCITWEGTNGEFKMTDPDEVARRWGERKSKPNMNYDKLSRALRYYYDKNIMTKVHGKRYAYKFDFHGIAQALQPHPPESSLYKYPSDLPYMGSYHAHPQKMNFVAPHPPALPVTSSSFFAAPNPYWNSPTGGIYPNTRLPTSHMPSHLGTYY
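His-tagged ERG Ets domain (1 uM in the protein solution; 300mM KCl, 50mM Tris-HCl, 1mM EDTA, 1mM DTT, pH 7.5) received compound, then a probe mix of 5 nM fluorescein-DNA and 100nM Texas-615-DNA. Fluorescence polarization was read for both dyes.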
ALOX12 inh – Primary qHTS assay for inhibitors of human arachidonate 12S-lipoxygenase (ALOX12): Round 2; Polyunsaturated fatty acid lipoxygenase ALOX12 (Homo sapiens), P18054; purified 12hLO, xylenol orange hydroperoxide absorbance; Potency, µM (top dose mostly 108 µM), for the others: at the highest dose activity change, negative = inhibition, most hits filed as inhibitors; actives 1.1% (n = 580,000); note: % is set by controls: 0 for no effect and ±100 for the full control effect
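Purified human 12hLO at 150 nM in 25 mM Hepes, 0.01% Triton X-100, pH 7.0, preincubated 15 min at room temperature with compound. Reaction started with 40 uM arachidonic acid, 30 min at room temperature. Hydroperoxide measured by Fe-xylenol orange, 573/405 nm absorbance ratio.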
Tb PGK inh – qHTS Assay to Find Inhibitors of Phosphoglycerate Kinase | Phosphoglycerate kinase, glycosomal (Trypanosoma brucei brucei), P07378 | PGK/GAPDH coupled, Kinase-Glo luminescence, 60 min | Potency, µM (highest dose often 57.5 µM), without a hit: top-dose activity change, negative = inhibition, hits mostly inhibitors | actives 0.043% (n = 380,000) | AID 602233, 2012; note: % is set by controls: 0 for no effect and ±100 for the full control effect; nearly all actives have a fitted effect of over 60% in size
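Recombinant glycosomal PGK reaction used 1,3-bisphosphoglycerate generated in-well by GAPDH (100nM final) in 100mM TEA pH 7.6, 5mM MgCl2, 0.01% Tween-20. After 60 minutes at room temperature, ATP was read by Kinase-Glo Plus luminescence end-point.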
GLS inhibitor – qHTS for Inhibitors of Glutaminase (GLS) | Glutaminase kidney isoform, mitochondrial (Homo sapiens), O94925 | Potency, µM (doses to about 45.5 µM), inactives show at the highest dose activity change, negative = inhibition, hits mostly inhibitors | actives 0.21% (n = 410,000) | GLS enzymatic activity, qHTS titration; note: % is set by controls: 0 for no effect and ±100 for the full control effect
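Read-out is an Amplex red fluorescence increase coupled through glutamate oxidase and HRP, measured before and after 30 min room-temperature incubation. hKGA is in 45 mM KH2PO4 (pH 8.2) with 0.02% Tween-20; glutamine added as 1mM solution.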
JMJD2A Tudor – qHTS Assay for Inhibitors of JMJD2A-Tudor Domain; AlphaScreen JMJD2A-Tudor / H3K4me3 peptide binding; Potency, µM (highest dose often 114 µM), for inactives: top-dose activity change, negative = inhibition, hits mostly inhibitors; Lysine-specific demethylase 4A (Homo sapiens), O75164; actives 4.4% (n = 390,000); note: % is set by controls: 0 for no effect and ±100 for the full control effect; nearly all actives have a fitted effect of over 50% in size
RGS4 inh – Inhibitors of Regulator of G Protein Signaling (RGS) 4: qHTS; Transcreener GDP fluorescence polarization, RGS4-accelerated GTP hydrolysis; Potency, µM (top dose mostly 114 µM), for the others: top-dose activity change, negative = inhibition, hits mostly inhibitors; actives 0.039% (n = 390,000); AID 504845, 2011; note: % is set by controls: 0 for no effect and ±100 for the full control effect; nearly all actives have a fitted effect of over 75% in size; some results filed as inactive show a strong effect at the top dose
Target sequence (P49798 whole entry, looked up): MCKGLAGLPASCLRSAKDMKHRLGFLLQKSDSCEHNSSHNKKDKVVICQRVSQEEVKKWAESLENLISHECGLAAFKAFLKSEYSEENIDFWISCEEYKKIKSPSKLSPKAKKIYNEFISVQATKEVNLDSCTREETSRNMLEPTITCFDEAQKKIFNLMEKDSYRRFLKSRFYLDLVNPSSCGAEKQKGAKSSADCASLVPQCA
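MLSMR compounds (23 nl, pin-transferred) preincubated 10 min at room temperature with a 500nM (2x) first reagent, then RGS4 at 900nM (2x) plus Transcreener GDP mix added; fluorescence polarization (620/688 nm) read before and after 90 min at 30 °C.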
HP1b binding inh – HTS for Inhibitors of HP1-beta Chromodomain Interactions with Methylated Histone Tails. Chromobox protein homolog 1 (Homo sapiens), P83916. AlphaScreen HP1-beta / biotin-H3K9me3 peptide binding. Potency, µM (series often up to 114 µM), without a hit: at the top dose activity change, negative = inhibition, most hits filed as inhibitors. actives 0.56% (n = 390,000); note: nearly all actives have a fitted effect of over 70% in size; inactives centre near 23
Target sequence (P83916 whole entry, looked up): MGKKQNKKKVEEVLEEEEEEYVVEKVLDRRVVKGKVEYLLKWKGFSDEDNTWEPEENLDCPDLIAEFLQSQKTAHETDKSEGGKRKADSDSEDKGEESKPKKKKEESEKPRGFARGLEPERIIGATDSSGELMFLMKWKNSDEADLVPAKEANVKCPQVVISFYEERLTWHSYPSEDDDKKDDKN
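AlphaScreen: HP1-beta (50 nM) preformed 30 min with biotin-H3(1-18)K9me3 peptide (50 nM) in PBS pH 7.4, 0.01% Tween-20. Compound added for 30 min at RT, then streptavidin donor/nickel chelate acceptor beads (10 ug/mL) for 30 min.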
Pin1 inh – qHTS Assay to Find Inhibitors of Pin1; Peptidyl-prolyl cis-trans isomerase NIMA-interacting 1 (Homo sapiens), Q13526; Pin1 FP peptide displacement, HiFluor488, 10 min; Potency, µM (series often up to 115 µM), for inactives: at the highest dose activity, negative = inhibition, usual class: inhibitors; actives 0.009% (n = 390,000); active = well fitted inhibition curve with a large enough effect in the polarisation, with a control signal flat, not every such curve was filed as active; inconclusive = small, poorly fitted or top-dose-only effect, or effect the other way, or a change in a side signal; inactive = no such curve, though single readings can be large or run the other way; the % refers to the polarisation; note: % is set by controls: 0 for no effect and ±100 for the full control effect
Target sequence (Q13526 whole entry, looked up): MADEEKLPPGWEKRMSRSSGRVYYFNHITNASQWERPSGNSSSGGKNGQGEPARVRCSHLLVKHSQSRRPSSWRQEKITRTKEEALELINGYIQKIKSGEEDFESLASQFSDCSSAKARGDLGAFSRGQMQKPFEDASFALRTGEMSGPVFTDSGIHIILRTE
TrxR1 inh – qHTS Assay for Inhibitors of Mammalian Selenoprotein Thioredoxin Reductase 1 (TrxR1): qHTS; recombinant rTrxR1, NADPH fluorescence consumption, selenite substrate; Thioredoxin reductase 1, cytoplasmic (Rattus norvegicus), O89049; Potency, µM (highest dose often 114 µM), without a hit: at the highest dose activity change, negative = inhibition, usual class: inhibitors; AID 588453, 2011; actives 1% (n = 390,000); note: % is set by controls: 0 for no effect and ±100 for the full control effect; nearly all actives have a fitted effect of over 65% in size
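Rat TrxR1 (90 nM in the dispensed reagent) was pre-reduced with 400 uM NADPH for 5 min at room temperature, then incubated with compound for 15 min. After 400 uM selenite was added, NADPH fluorescence (Ex 340/Em 450 nm) was followed for 8 min.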
* hit, by the source's call; i = inactive; ? = inconclusive; / = no result given; [ ] = remark or other dose. Unless noted, calls come from the whole dose curve; as a rule, active = well fitted curve in the direction sought with a large enough effect; inconclusive = small, poorly fitted or top-dose-only effect, or another doubt; inactive = no such curve, though single readings can be large; an effect the other way counts as inactive or inconclusive. Potency is the fitted concentration of half-maximal effect.

no.	canonical_smiles	ERG Ets-DNA blk	TrxR1 inh	RGS4 inh	ALOX12 inh	JMJD2A Tudor	Tb PGK inh	HP1b binding inh	Pin1 inh	GLS inhibitor
1	N#Cc1cccc(NC(=O)Cn2nc(Cc3ccncc3)c3ccccc3c2=O)c1	-1%	8%	7%	-9%	-2%	16%	29%	3%	-15%
2	COc1ccc(NC(=O)Nc2cccc3ccccc23)cc1S(N)(=O)=O	6%	15%[57.1 µM]	-1%	?	-8%	5%	21%	2%	-1%
3	CNC(=O)Nc1cc(C)nn1C	-2%	-4%	?	2%	?	/	18%	3%	16%
4	Cc1cc(C)cc(NC(=O)CC23CC4CC(C2)CC(n2nnc(C)n2)(C4)C3)c1	5%	-2%	?	0%	-4%	-3%	40%	-9%	2%
5	CC(OC(=O)c1ccc2c(=O)n3c(nc2c1)CCCCC3)C(=O)Nc1ncc(Cl)cc1Cl (stereo unspecified)	0%	8%	1%	-17%	-23%	-5%	1%	-4%	-2%
6	C/C=C1\COC(C(=O)NCCOCCO)(C(F)(F)F)C=C1C=C1CCCCC1 (stereo unspecified)	/	1.6µM*	-46%	/	-15%	/	36%[activator]	-1%	/
7	Cc1cc(C)nc(N2CCCC(C(=O)NCc3ccccc3)C2)n1 (stereo unspecified)	0%	7%[57.1 µM]	-4%	-24%	6%	-4%	24%	-4%	7%
8	Cc1ccccc1Nc1nc(-c2cccnc2)cs1	0%	16%	-15%	-3%	-27%	-2%	-5%	-1%	5%

Given with values ahead of the structure: entries from further up
entry	ERG Ets-DNA blk	TrxR1 inh	RGS4 inh	ALOX12 inh	JMJD2A Tudor	Tb PGK inh	HP1b binding inh	Pin1 inh	GLS inhibitor	molecule
3	-2%	-4%	?	2%	?	/	18%	3%	16%	CNC(=O)Nc1cc(C)nn1C
4	5%	-2%	?	0%	-4%	-3%	40%	-9%	2%	Cc1cc(C)cc(NC(=O)CC23CC4CC(C2)CC(n2nnc(C)n2)(C4)C3)c1

Next part
no.	canonical_smiles	ERG Ets-DNA blk	TrxR1 inh	RGS4 inh	ALOX12 inh	JMJD2A Tudor	Tb PGK inh	HP1b binding inh	Pin1 inh	GLS inhibitor
9	O=C(CSc1ncccc1-c1nc2ccccc2[nH]1)Nc1ccc2c(c1)OCCO2	1%	-16%	-27%	2%	-9%	10%	3%	29%	5%
10	COc1ccc(-c2nc3sc(CCNC(=O)c4cc(Cl)ccc4OC)c(C)n3n2)cc1	0%	18%[57.1 µM]	4%	-25%	-6%	-2%	12%	11%	-13%
11	CCc1nn(CC(=O)N2CC(C)CC(C)C2)c(=O)c2cccn12 (stereo unspecified)	-1%	10%	9%	13%	-14%	-7%	26%	-9%	-1%
12	CC(O)c1c(-c2ccccc2)nn(C)c1Cl (stereo unspecified)	1%	-9%[57.1 µM]	13%	?	-2%	6%	20%	-8%	11%
13	O=C1C2CC3N1CCC31c3ccccc3-n3c1c2ccc3=O (stereo unspecified)	0%	8%[11.4 µM]	-20%	-10%	2%	-8%	35%	-4%	-1%
14	Cn1nccc1C(=O)N1CCc2ccccc21	-8%	10%	-5%	7%	-10%	-1%	38%[activator]	-5%	6%
15	COc1ccc(-n2nnc3c(=O)n(C/C=C/c4ccccc4)cnc32)cc1	4%	18%	5%	27%	-2%	-6%	26%	33%[activator]	-1%
16	COC(=O)c1ccc(NC(=O)c2ccc3c(c2)C(=O)N(C)C3=O)cc1	-3%	6%[57.1 µM]	-6%	-4%	-1%	5%	38%	-4%	-7%
17	COc1ccc(S(=O)(=O)N2CCC(C(=O)NCCC(=O)Nc3cccc(Cl)c3)CC2)cc1	6%	-3%	-76%[56.9 µM]	0%	16µM*	-10%	23%	0%	?
18	COc1ccc(CNC(=O)CSc2nnc3c(n2)[nH]c2ccc(C)cc23)cc1	1%	7%[57.1 µM]	-14%	-14%	0%	4%	29%	-1%	8%
19	CC(C(=O)NC(=O)NC1CCCCC1)N1CCN(c2ccc(O)cc2)CC1 (stereo unspecified)	18%	-8%	?	?	22µM*	-8%	79µM*	-9%	-1%
20	CC(C)(C)c1oc(C(=O)O)cc1CN1CCOCC1	2%	9%	-17%	?	-10%	3%	26%	-9%	13%
21	Cc1onc(-c2c(Cl)cccc2Cl)c1C(=O)NCc1ccco1	-4%	?	-13%	35%	-10%	-3%	34%	8%	-14%
22	O=C(CCNS(=O)(=O)c1ccc2c(c1)CCN2C(=O)C1CC1)Nc1ccc(OC(F)(F)F)cc1	-3%	22%[57.1 µM]	-6%	?	?	-1%	20%[57 µM]	11%	-7%
23	CC(=O)Nc1ccc(NC(=O)c2ccc3c(c2)CCN3S(=O)(=O)c2ccc(C)cc2)cc1	5%	26%	-10%	?	?	i	-6%	-3%	-5%
24	CCC(C(=O)NC1CCCC1)N(C(=O)Cn1nnc(-c2ccc(C)o2)n1)C(C)(C)C (stereo unspecified)	-1%	-12%	4%	?	-13%	-4%	32%	0%	-20%
25	COc1ccc(-c2cc(C(=O)NNC(=S)NC(=O)c3c(-c4ccccc4)noc3C)[nH]n2)cc1	-11%	?	-51%	11µM*	-16%	-7%	22%	-6%	2%
26	COc1ccc(C(=O)/C=C/Nc2cc(C)on2)cc1	/	14%	14%	19%	-6%	9%[11.5 µM]	33%	-4%	11%
27	COc1ccc(N(CC(=O)Nc2cccc(C(C)=O)c2)S(C)(=O)=O)cc1OC	-1%	10%	-7%	142%[activator]	-8%	-8%	24%	4%	-4%
28	O=[N+]([O-])c1ccccc1/C=C/C=N/N1CCCCC1	-9%	17%[57.1 µM]	-5%	-19%	18µM*	i	50µM*	-1%	4%
29	C[C@@H](C(=O)NCC1CCCO1)N1C(=O)N2CCc3c([nH]c4ccccc34)[C@@]2(C)C1=O (stereo partly specified)	-10%	8%	1%	-13%	-16%	6%	32%	-7%	13%
30	NC(=O)c1cccc2c(=O)oc3ccccc3c12	3%	10%	-20%	7%	-13%	?	73%[activator]	4%	-2%
31	S=C(N/N=C/c1ccc(Br)cc1)N1CCCCC1	-9%	-11%	-44%	-25%	?	-2%	11%	-5%	32%
32	O=C(CCC(=O)N1CCOc2ccccc21)N1CCN(c2ccccc2)CC1	3%	2%[57.1 µM]	19%	-14%	-17%	2%	16%	-7%	-7%
33	CC1CCN(S(=O)(=O)c2ccc(NC(=O)C3CCN(C(=O)c4ccco4)CC3)cc2)CC1	8%	9%[57.1 µM]	-13%	-22%	-19%	-14%	-18%	2%	?
34	COc1ccc(N(C(=O)Cn2cnc3ccccc32)C(C(=O)NC2CCCCC2)c2ccccc2)cc1 (stereo unspecified)	/	0%	-3%	13%	-27%	i	1%	6%	-8%
35	COc1cccc(C2=NOC(C(=O)Nc3c(C)n(C)n(-c4ccccc4)c3=O)C2)c1 (stereo unspecified)	-8%	21%	-25%[56.9 µM]	5%	-11%	i	7%	1%	1%
36	O=C(N1CCOCC1)C1(c2ccc(Cl)cc2)CCCC1	0%	17%	8%	453%[activator]	-1%	-4%	23%	-2%	5%
37	O=C1CSC(c2cccnc2)N1CC1CC1 (stereo unspecified)	-2%	20%	-20%	i	5%	i	-31%	-5%	-2%
38	O=C(/C=C/Nc1ccc(Cc2ccc(N/C=C/C(=O)C(F)(F)F)cc2)cc1)C(F)(F)F	4%	-7%[11.4 µM]	-11%	-2%	3%	-3%	41%[activator]	?	-5%
39	CCC(CC)n1[nH]c(=O)c2c(C)cc(C)nc21	-2%	-2%	7%	-4%	7%	-7%	25%	-2%	8%
40	O=C(CCC1CCCN(C(=O)c2ccsc2)C1)N1CCN(c2ccccn2)CC1 (stereo unspecified)	5%	16%	8%	11%	0%	i	34%	-4%	3%
41	Cc1cc(C)cc(N2CC(C(=O)OCC(=O)Nc3cc(C)on3)CC2=O)c1 (stereo unspecified)	-22%	-13%	-9%	3%	-3%	-7%	12%	-7%	-1%
42	CN1CCN(C(=O)/C=C/c2ccc([N+](=O)[O-])o2)CC1	2%	?	8%	-16%	-9%	5%	-7%	91%[activator]	-1%
43	COC(=O)c1ccn(CC(=O)NC2CCCCC2)n1	1%	20%	-1%	11%	-19%	-15%	6%	1%	-14%
44	Cc1cnc(C)c(N2CCN(Cc3nc(-c4cccc(F)c4F)oc3C)CC2)n1	3%	5%	-5%[56.9 µM]	-3%	?	-9%	18%	1%	-15%
45	CCCCCCCN1CCC(=O)N([C@H](CO)CC(C)C)CC1	12%	29%	13%	-18%	-19%	-2%	-8%	-5%	-4%
46	Cn1cc(S(=O)(=O)N2CCN(c3cccc(C(F)(F)F)c3)CC2)c(=O)n(C)c1=O	3%	18%[57.1 µM]	8%	1%	-1%	0%	41%[activator]	0%	1%
47	COc1cccc(NC(=S)N(CCc2ccc(OC)c(OC)c2)Cc2ccccn2)c1	0%	17%	15%	11%	-12%	-11%	21%	-8%	15%

A portion of the library; count on the stated rates, not on these rows.
